# Screening data from PubChem BioAssay.
# G6PDH CS: L. mesenteroides G6PDH inhibition counter-screen. Purified L. mesenteroides G6PDH, diaphorase/resazurin coupled fluorescence, 45 min. 200,000 compounds, 0.12% hits. inhibition, % at 5 µM; in the data active = inhibition above about 50%
# APP transl inh: APP translation inhibition; AID 1285; 190,000 compounds, 0.82% hits; SH-SY5Y APP 5'UTR-luciferase reporter, luminescence; inhibition, % at 2 µM;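 active = inhibition above a set limit, derived from the sample mean plus 3 SD, cut at about 45% in these data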; also: values of inactives mirror those of a sister screen read the other way
# STAT3 inh: inhibitors of IL-6 induced STAT3 signaling; AID 862; 190,000 compounds, 0.89% hits; inhibition, % at 5.5 µM; U3A cells, IL-6 STAT3-luciferase reporter, luminescence; host cell line lacks STAT1;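 active = inhibition above the mean inhibition across all screened compounds plus 3 SD, cut at about 44% in these data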;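 also: 0% = DMSO only wells and 100% = 100 µM nifuroxazide control wells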
# TLR4-MyD88 BLA: inhibitors of human TLR4-MyD88 binding. O00206+Q99836. HeLa CL3-4 TLR4/MyD88 BLA complementation, FRET ratio. inhibition, % at 8.4 µM. 200,000 compounds, 0.18% hits. AID 861; in the data active = inhibition above about 25%;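 also: 0% = vehicle and 100% = reference inhibitor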
# Target sequence (O00206 whole entry, looked up): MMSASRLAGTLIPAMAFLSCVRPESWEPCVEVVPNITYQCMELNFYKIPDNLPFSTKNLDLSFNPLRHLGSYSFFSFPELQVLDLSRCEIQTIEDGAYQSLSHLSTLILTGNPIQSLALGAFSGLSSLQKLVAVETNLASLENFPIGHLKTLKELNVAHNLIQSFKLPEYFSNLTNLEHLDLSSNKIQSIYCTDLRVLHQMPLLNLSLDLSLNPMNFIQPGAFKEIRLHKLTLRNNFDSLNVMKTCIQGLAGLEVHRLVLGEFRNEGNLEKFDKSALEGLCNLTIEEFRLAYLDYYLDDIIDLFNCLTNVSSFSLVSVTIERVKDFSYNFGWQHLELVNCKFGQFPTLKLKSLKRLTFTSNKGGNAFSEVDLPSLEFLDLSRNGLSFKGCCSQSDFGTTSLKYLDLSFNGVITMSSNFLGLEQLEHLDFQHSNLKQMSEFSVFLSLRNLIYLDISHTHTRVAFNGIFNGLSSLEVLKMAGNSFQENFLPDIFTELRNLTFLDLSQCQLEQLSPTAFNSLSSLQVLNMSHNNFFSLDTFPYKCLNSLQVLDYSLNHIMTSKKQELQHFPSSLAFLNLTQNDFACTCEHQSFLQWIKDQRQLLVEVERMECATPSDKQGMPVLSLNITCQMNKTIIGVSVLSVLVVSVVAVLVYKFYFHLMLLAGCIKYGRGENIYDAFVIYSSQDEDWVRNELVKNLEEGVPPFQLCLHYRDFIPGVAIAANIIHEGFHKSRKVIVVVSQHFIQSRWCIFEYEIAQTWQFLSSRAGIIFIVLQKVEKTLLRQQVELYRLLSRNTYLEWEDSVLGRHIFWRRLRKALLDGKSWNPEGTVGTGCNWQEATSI
# Target sequence (Q99836 whole entry, looked up): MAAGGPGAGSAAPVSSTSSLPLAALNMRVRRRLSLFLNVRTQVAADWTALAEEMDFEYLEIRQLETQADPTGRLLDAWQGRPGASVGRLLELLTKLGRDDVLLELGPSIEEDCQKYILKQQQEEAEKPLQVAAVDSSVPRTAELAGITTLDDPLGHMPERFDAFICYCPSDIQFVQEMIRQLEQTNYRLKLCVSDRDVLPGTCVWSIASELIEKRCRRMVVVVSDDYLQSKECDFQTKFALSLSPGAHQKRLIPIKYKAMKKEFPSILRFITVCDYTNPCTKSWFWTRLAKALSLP
# STAT3 activator: increases IL-6 driven STAT3 reporter signal; U3A cells, IL-6 STAT3-luciferase reporter, luminescence; 100% = signal with IL-6 EC80 alone; activation (% of control), % at 5.6 µM; 190,000 compounds, 0.91% hits;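 active = activation above the screen-wide mean of compound activation plus 3 SD, cut at about 130% in these data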;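 also: 0% = background luminescence of wells with medium and substrate only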
#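 Material: STAT1-lacking human U3A cells, STAT3 luciferase reporter | Benchmarks: IL-6-only wells as 100% reference | Probe or stimulus: IL-6 (33 ng/mL) | Timing: Compound 1 h, then IL-6 6 h at 37 °C | Detection: Luminescence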
# Hsp70 act: Hsp70 transcriptional activation, primary screen; HeLa Hsp70 promoter luciferase reporter, luminescence; scaled: vehicle 0, proteasome-inhibitor control 100%; activation, % at 10 µM; 200,000 compounds, 0.04% hits; AID 1203;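 active = activation above the mean across all tested compounds plus 3 SD, cutoff set per campaign, cut at about 5.5% in these data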;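 also: 100% = MG132 at 30 µM as the positive control and 0% = DMSO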
# Diaphorase act: activates diaphorase or chemically reduces, flagging diaphorase assay artifacts. Diaphorase/resazurin coupled assay, resorufin fluorescence, 16 min; active compounds read high; 1 = vehicle wells, 0 = NADH-free wells. activation factor at 20 µM. 190,000 compounds, 0.005% hits;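 active = diaphorase activity raised at least twofold by the compound at 20 µM; inactive = activation factor below 2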
#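 Assay system: bacterial diaphorase enzyme (C. kluyveri) / Input: enzyme 0.07 U/mL final / Medium: 50 mM HEPES pH 7.4 with 4.542 mM MgCl2, 0.005% Tween 20 / Doses: single compound dose of 20 µM, 1% DMSO final / Incubation: 16 min enzyme reaction, ambient temperature / Signal: fluorescence, excitation 544 nm and emission 590 nm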
# STAT1 inh: reduces IFN-gamma driven STAT1 reporter signal. NIH 3T3 STAT1-luciferase reporter, luminescence. inhibition, % at 5.5 µM. 200,000 compounds, 0.35% hits;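 active = inhibition above a set limit, the mean inhibition across all tested compounds plus 3 SD, cut at about 34% in these data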;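 also: 0% = IFN-gamma with DMSO and 100% = IFN-gamma with 300 µM nifuroxazide; values of inactives mirror those of a sister screen read the other way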
# STAT1 activator: increases IFN-gamma driven STAT1 reporter signal; NIH 3T3 STAT1-luciferase reporter, luminescence; 100% = IFN-gamma alone, no compound; 200,000 compounds, 2.6% hits; activation (% of control), % at 5.5 µM;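 active = activation above the screen-wide mean activation plus 3 SD, cut at about 130% in these data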;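 also: raw ratio to IFN-gamma control signal so 100% means no change and 0% no light; values of inactives mirror those of a sister screen read the other way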
# Diaphorase inh: diaphorase inhibition or chemical oxidation counter-screen; diaphorase resazurin-to-resorufin fluorescence, NADH, 16 min; bacterial (C. kluyveri) enzyme, not human; inhibition, % at 20 µM; 190,000 compounds, 0.69% hits;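 active = primary screen inhibition at 20 µM above a set limit, cut at about 50% in these data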;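 also: plate controls were DMSO with full reaction for no effect and wells lacking NADH for full effect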
#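 Assay system: diaphorase enzyme from Clostridium kluyveri; Input: enzyme working solution with 0.14 U/mL diaphorase; Timing: 16 min at room temperature; Technique: resorufin fluorescence, excitation 544 nm, emission 590 nm; Benchmarks: positive control minus NADH, DMSO neutral control.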
# * marks the source's active call; other numbers are inactive results.
SMILES,G6PDH CS,APP transl inh,STAT3 inh,TLR4-MyD88 BLA,STAT3 activator,Hsp70 act,Diaphorase act,STAT1 inh,STAT1 activator,Diaphorase inh
O=C(COc1ccc(S(=O)(=O)NCc2ccccc2)cc1)NCC1CCCO1 (configuration not stated),14,-19,10,-5,96,-0.1,0.9,6,95,6
CCc1ccccc1NC(=S)N=Nc1c(O)n(C)c2ccc(S(=O)(=O)N3CCOCC3)cc12,3,38,13,-6,91,-0.5,0.8,1,99,15
NS(=O)(=O)c1cccc(NC(=O)COC(=O)C2(c3cccc(F)c3)CCCC2)c1,12,18,8,-2,93,-0.3,0.8,6,95,24
Cc1c(-c2cccs2)[n+](=O)c2c(n1[O-])CCCCC2,1,10,18,2,91,-0.1,0.8,1,99,18
CCOC(=O)c1nn(-c2ccccc2)c(C#N)c1NC(=O)c1nn(CC)cc1Br,3,5,15,4,90,0.0,0.8,8,93,15
Cc1ccc2c(c1)C(=O)c1ccccc1CS2=O (configuration not stated),2,4,2,-15,102,-0.2,1.1,-12,111,-8
CCOc1cc(N2CCOCC2)c(OCC)cc1NC(=O)c1ccc(OC)cc1,2,4,7,-6,96,0.2,1,2,98,4
COc1ccc(C)cc1NC(=O)C(Sc1nncn1C)c1ccccc1 (configuration not stated),4,-17,-2,1,108,-0.2,1,-4,104,2
Cc1cc(=O)oc2cc(OCC3CC(c4ccccc4Cl)=NO3)ccc12 (configuration not stated),10,1,18,-5,88,0.2,0.8,-13,112,18
CC(C)C(=O)O/N=C1\CCS(=O)(=O)c2sccc21,9,-12,-1,8,106,-0.4,1,-4,101,2
COc1ccc(NC(=O)CCNS(=O)(=O)c2ccc3c(c2)c(=O)n(C)c(=O)n3C)cc1OC,3,18,1,-2,103,-0.3,0.9,-6,105,9
CCC(C)NC(=O)c1cnc2n(c1=O)CCS2 (configuration not stated),-23,3,-4,1,104,0.3,1,5,96,2
Cc1nc2ccccn2c1C(=O)NN=C1CCN(C)CC1,14,-7,-1,-7,101,1.9,1,4,96,2
S=C(c1ccc(-c2ccccc2Cl)o1)N1CCOCC1,2,-36,-8,2,113,0.0,0.8,-20,119,24
Cc1cc2nc(-c3ccc(NC(=O)C(C)C)cc3)oc2cc1C,-12,-140,5,-7,96,-0.2,0.9,-86,180*,8
O=C(CCCn1c(=O)[nH]c2ccc(Br)cc2c1=O)NCc1ccc(Cl)cc1,8,-11,5,9,98,0.0,1,7,93,-4
CC(=O)Nc1ccc(NC(=O)c2ccccc2N(C)S(C)(=O)=O)cc1,3,4,-3,-16,105,-0.2,1,-4,104,0
CCCS(=O)(=O)c1c(S(=O)(=O)CCC)c2c(N)cccn2c1C(=O)c1ccc(Br)cc1,3,2,5,6,98,-0.3,0.8,7,95,20
Cc1ccccc1N1CC(O)(c2ccccc2)[N+]2=C1SCC2 (configuration not stated),-13,15,-8,-4,106,0.1,1,-6,106,3
CS(=O)(=O)C1=C(O)C(=O)N(c2ccccc2)C1c1ccccc1 (configuration not stated),-13,-6,-2,-6,108,-0.1,0.9,-3,101,10
O=C(CSc1nnc2c(Cl)cc(C(F)(F)F)cn12)Nc1ccc2c(c1)OCO2,7,1,2,4,102,-0.1,0.8,3,97,20
CS(=O)(=O)N1CCCC(C(=O)NCCCN2CCOCC2)C1 (configuration not stated),10,-9,2,-11,99,0.0,1,-7,106,5
Cc1ccc(-c2nn(C)c(=O)c3ccccc23)cc1S(=O)(=O)NCCN(C)C,12,4,9,6,96,-0.2,0.9,-1,100,11
COC(=O)c1cc2c(ccn2-c2ccc(F)cc2)n1CC(=O)OC(C)C,10,12,10,1,97,0.0,0.9,3,95,10
Cc1ccc(-n2nnc3c(=O)n(CC(=O)N4CCCC4)cnc32)cc1,5,6,3,-16,100,0.2,0.9,-11,110,8
CN(C)/C=C/C(=O)c1cccc(Oc2ncccn2)c1,-2,-4,4,14,100,0.0,0.9,-2,99,11
NS(=O)(=O)c1ccc2c(c1)oc(=O)c1cc(S(N)(=O)=O)ccc12,15,-11,-9,0,108,0.0,0.9,-5,104,6
CCC(C)(C)NC(=O)CCn1c(-c2ccccc2)cc(C(C)=O)c1C,4,13,4,-3,104,-0.1,0.9,13,88,7
CC(C)[C@H](N)c1nnc(SCC(=O)c2ccc(Cl)cc2)o1,4,-4,37,-2,72,-0.4,0.9,12,89,11
COc1ccccc1NC(=O)CN(c1ccccc1F)S(C)(=O)=O,7,-12,-3,8,106,-0.2,0.8,1,99,23
CN(c1ccc(C(=O)NC2CC3CCC2C3)cc1)S(C)(=O)=O (configuration not stated),1,8,-5,4,107,-0.2,1,-9,108,-2
COc1ccc(OC)c(-c2c[n+](=O)c3c(n2[O-])CCCC3)c1,7,0,2,-1,105,-0.5,0.9,-4,104,6
CC(CCC(=O)Nc1nncs1)C(=O)O (configuration not stated),0,-2,10,1,96,-0.1,0.7,-4,104,25
COc1ccc2c(CN3CCN(S(=O)(=O)c4cccs4)CC3)cc(=O)oc2c1,-30,-10,-9,7,108,-0.5,0.7,-3,102,30
COc1cc(/C=C(\NC(=O)c2ccccc2)C(=O)NCCO)c([N+](=O)[O-])cc1OC,18,-11,8,12,95,-0.1,1,10,90,2
CCOC(=O)N1CCN(C(=O)/C(=C/c2cccc3ccccc23)NC(=O)c2ccc(OC)c(OC)c2)CC1,-1,12,-4,-13,105,-0.4,0.8,-3,102,17
CCOc1cc(/C=N/Nc2cccc(C(=O)O)c2)ccc1OCC(=O)N1CCCCC1,2,-31,20,-16,90,1.1,0.9,7,94,8
COc1ccc2nc3cccc(OC)c3nc2c1,51*,-7,3,0,99,-0.1,0.8,-32,129*,23
O=C(NCc1ccncc1)NC12CC3CC(CC(C3)C1)C2,12,9,2,1,102,0.5,1,4,95,-3
CCc1nnc(NC(=O)c2ccc(OCc3c(C)noc3C)c(OC)c2)s1,6,2,34,2,76,-0.3,1,7,92,0

# Entries of single compounds, looked up by structure. Order of values: G6PDH CS	APP transl inh	STAT3 inh	TLR4-MyD88 BLA	STAT3 activator	Hsp70 act	Diaphorase act	STAT1 inh	STAT1 activator	Diaphorase inh
# Results for CN(C)/C=C/C(=O)c1cccc(Oc2ncccn2)c1 = -2	-4	4	14	100	0.0	0.9	-2	99	11
# Results for Cc1cc2nc(-c3ccc(NC(=O)C(C)C)cc3)oc2cc1C = -12	-140	5	-7	96	-0.2	0.9	-86	180*	8
# Results for Cc1ccc2c(c1)C(=O)c1ccccc1CS2=O (configuration not stated) = 2	4	2	-15	102	-0.2	1.1	-12	111	-8

# (further entries)
SMILES,G6PDH CS,APP transl inh,STAT3 inh,TLR4-MyD88 BLA,STAT3 activator,Hsp70 act,Diaphorase act,STAT1 inh,STAT1 activator,Diaphorase inh
CN1CCN(S(=O)(=O)c2ccc(NC(=O)C(C)(C)C)cc2)CC1,-3,-10,-6,15,102,-0.2,1.1,-3,102,-5
CN(C)c1cccc(C(=O)NCC2CCCO2)c1 (configuration not stated),3,-20,2,0,106,0.1,0.9,-4,103,8
O=C(Cc1cccc2ccccc12)N/N=C/c1ccc(Sc2cccc3cccnc23)o1,4,54*,11,1,97,0.7,0.8,3,97,20
CCCN(CC(=O)Nc1ccccc1C)C(=O)/C=C/c1cccs1,-3,7,10,13,94,0.0,1.1,-2,102,-6
O=C(NCCN1CCOCC1)c1ccccc1Oc1ccccc1,11,11,0,-2,103,-0.2,1.1,-9,108,-11
O=c1c2ccccc2nc2n1CCCN2,6,-11,9,-1,94,0.0,0.9,0,98,8
CCCCn1c(NC(C)CC)nc2c1c(=O)[nH]c(=O)n2C (configuration not stated),13,-5,-15,0,113,0.1,0.9,2,98,7
CCCOc1ccc(/C=C/C(=O)N2CCN(c3ccccn3)CC2)cc1,-3,-5,8,-5,98,-0.1,0.9,6,94,8
O=C(/C=C/c1cccc([N+](=O)[O-])c1)Nc1ccc(NC(=O)c2cccs2)cc1,-20,-1,-1,10,103,-0.5,1,3,97,-3
Nn1c(SCC(=O)NC(=O)NCc2ccco2)nnc1-c1ccc(OC(F)F)cc1,-4,-8,4,12,101,-0.5,0.8,-2,102,20
CCc1ccc(N2CCN(C(=O)c3ccc(OC)c(OC)c3)CC2)cc1,18,-21,7,-6,95,-0.6,0.8,18,84,16
COc1ccc(C(=O)CSc2nnc(CCc3ccccc3)n2-c2ccccc2)cc1,4,0,14,-8,89,-0.4,0.9,1,99,13
CCC(CC)C(=O)Nc1cccc(C(=O)NCc2ccco2)c1,16,2,4,-8,100,-0.2,1,1,99,-4
Clc1ccc2nc(N3CCCCC3)[nH]c2c1,5,-119,-4,1,104,-0.1,0.9,-39,136*,13
COC(=O)[C@@H]1CC[C@H](C)[C@@H](c2ccc(C)cc2)N1C(=O)c1ccc(/C=N/O[C@@H](C)CN2CCCCc3nc(C)c(C)cc32)cc1,16,-7,3,-6,95,-0.2,1,3,97,0
Cn1c(C(=O)NCCOc2ccccc2Cl)cc(=O)n(C)c1=O,5,-10,15,-24,93,0.1,0.9,-4,102,9
C=CCN(C(=O)CCC(=O)Nc1cc(C)on1)C(C(=O)NC(C)(C)C)c1cccc(OC)c1OC (configuration not stated),6,2,2,5,103,-0.2,0.9,9,93,10
CCOC(=O)CNC(=O)CSc1nc(-c2ccc(OC)cc2)ns1,1,-6,6,2,101,-0.2,0.9,1,98,6
C=CCOc1ccc(CNC(C)(C)CO)cc1OCC,14,-5,5,-10,97,0.1,1,2,98,3
C/C(=N\Nc1nc(C)cc(C)n1)c1ccc(N2CCOCC2)cc1,-3,-17,10,11,98,-0.1,1,-3,103,0
CC1(C)Cc2c(sc(NC(=O)c3ccco3)c2C#N)CO1,13,-78,11,6,96,0.7,0.9,-28,126,7
COC(=O)c1c(NC(=O)CC2Nc3ccccc3NC2=O)sc(C)c1C (configuration not stated),2,-14,5,-4,100,0.0,1,-2,102,-1
O=c1c2cccnc2[nH]c(=S)n1CCCN1CCN(c2ccccc2F)CC1,-3,-20,1,2,104,-0.1,0.9,-12,111,14
Cc1csc(SCC(=O)N(C)c2c(N)n(Cc3ccccc3)c(=O)[nH]c2=O)n1,12,-13,8,-2,94,-0.2,0.9,5,96,11
COc1ccc(N2CCN(C(=O)CN(C)S(=O)(=O)c3ccc4c(c3)c(=O)n(C)c(=O)n4C)CC2)cc1,8,-13,7,7,96,0.0,0.8,-7,105,21
CCN(CC)CCNC(=O)c1ccc(NC2=NC3CS(=O)(=O)CC3S2)cc1 (configuration not stated),-1,11,2,-4,106,-0.4,0.9,5,96,6
CCOC(=O)CSc1nc(=O)n2ccc(C)cc2n1,6,2,1,3,101,0.3,1,-2,102,3
Cc1cccc(NC(=O)c2ccc(-n3ccnc3)nc2)c1,-9,-12,19,10,89,-0.5,1,2,98,2
